Assay outcomes: PubChem, National Center for Advancing Translational Sciences (NCATS)
HCMV antiviral = qHTS Assay for inhibitors of the human cytomegalovirus (HCMV); HFF cells, HCMV-luciferase reporter, 72 h; active compounds read low; activity change, negative = inhibition, % at 57.5 µM; 410,000 tested, 4.5% active; AID 1259415, 2018; in the data active = activity change below about -60%; inconclusive = no clear call, values can overlap the other calls; inactive = above about -39%
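Compounds were evaluated in HFFs infected with an HCMV luciferase reporter virus (MOI 1 PFU/cell). Luciferase in lysates collected 72 h post infection served as the replication measure.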
AMA1 RON2 block = qHTS for Inhibitors of AMA1-RON; Towards Development of Antimalarial Drug Lead: Primary Screen | 360,000 tested, 0.2% active | Potency, µM (highest dose often 58.2 µM), without a hit: at the top dose activity change, negative = inhibition, actives largely listed as inhibitors | Plasmodium falciparum AMA1 (3D7) - RON2 peptide interaction | AlphaScreen AMA1-biotinylated RON2 peptide binding; active = well fitted inhibition curve with a large enough effect; inconclusive = small, poorly fitted or top-dose-only effect; inactive = no such curve, though single readings can be large or run the other way;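 also: potency is read from the fitted curve at half-maximal effect; 0% = vehicle wells and -100% = peptide control; nearly all actives have a fitted effect of over 45% in size; some results filed as inactive show a strong effect at the top dose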
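AMA1 (3D7) with his tag at 25 nM final met compounds first, then biotinylated RON2 peptide at 25 nM; detection used donor plus acceptor beads, 10 µg/mL apiece, read by AlphaScreen after 30 min at room temperature.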
Starred values were filed as active, the others as inactive; u = inconclusive; [ ] = remark or other dose. Unless noted, % is scaled to controls: 0 for no effect and ±100 for the full control effect.

SMILES | HCMV antiviral | AMA1 RON2 block
COC(=O)C[C@H]1C=C[C@H](NC(=O)Nc2ccccc2OC)[C@@H](CO)O1 | -6 | 1%
CC1(Oc2cccnc2Cl)CCN(Cc2ccc(OC(F)(F)F)cc2)C1 (stereo unspecified) | -14 | -5%
OC[C@@H]1CN(CCN2CCOCC2)C[C@H](n2cnc3c(NC4CCC4)ncnc32)O1 | -6 | -1%
CCN(C(=O)c1cc(OC)c(OC)c(OC)c1)C1CCCCC1 | -18 | 13%
CSc1ccccc1C(=O)C1CCCN(C(=O)c2cccc(Cn3cccn3)c2)C1 (stereo unspecified) | -20 | 0%
C[C@H]1CN([C@@H](C)CO)C(=O)CCCn2nncc2CO[C@H]1CN(C)S(=O)(=O)c1ccc(Oc2ccccc2)cc1 | -14 | -1%
COCCN1C[C@@H](CO)O[C@@H](n2cnc3c(NC4CC4)ncnc32)C1 | u | 22%
COc1ccc(-n2c(SCC(=O)Nc3cc(C)on3)nc3c(c2=O)SC(C)C3)cc1 (stereo unspecified) | -16 | 6%
COC(=O)C1=CCCCC(O)=C1C(=O)OC | -13 | 4%
COc1ccccc1-c1cnc(C(O)c2cccc(F)c2)[nH]1 (stereo unspecified) | 11 | -10%

Some values from above.
Reading of OC[C@@H]1CN(CCN2CCOCC2)C[C@H](n2cnc3c(NC4CCC4)ncnc32)O1 under AMA1 RON2 block: -1%
Reading of C[C@H]1CN([C@@H](C)CO)C(=O)CCCn2nncc2CO[C@H]1CN(C)S(=O)(=O)c1ccc(Oc2ccccc2)cc1 under HCMV antiviral: -14
Reading of CCN(C(=O)c1cc(OC)c(OC)c(OC)c1)C1CCCCC1 under HCMV antiviral: -18

The results go on.
SMILES | HCMV antiviral | AMA1 RON2 block
COc1ccc(CN2CCC(C)(Oc3ccc(C(C)=O)cc3)C2)c2ccccc12 (stereo unspecified) | -6 | u
CC(C)n1nnnc1C1c2ccccc2C(=O)N1Cc1ccccc1 (stereo unspecified) | -29 | 6%
COc1ccc2c(C)cc(=O)oc2c1OCC(O)CN1CCOCC1 (stereo unspecified) | 0 | 4%
COc1ccc(C=C(C#N)C(=O)c2ccccc2)cc1 | 42 | 4%
O=C(c1[nH]c(C(F)(F)F)nc1-c1ccccc1)N1CCC(Cc2ccccc2)CC1 | -13 | 66%
O=C(OCc1ccc(Br)cc1)c1cc([N+](=O)[O-])ccc1N1CCOCC1 | -30 | -28%
Cc1ccc(-c2cc(NC=O)c3ncc(-c4cnn(C)c4)n3c2)cc1 | -18 | -1%
CC(C)CN1Cc2cc(-c3ccccc3)ccc2-n2nncc2C1 | 16 | 10%
O=C(Cc1ccc(Cl)cc1)Nc1cccnc1Cl | -31 | -3%
C[C@@H](NC(=O)[C@@H]1CCCN1C(=O)OC(C)(C)C)c1ccccc1 | 12 | -9%
COc1cc(-c2cc3nc(NC4CCCCC4)ccn3n2)cc(OC)c1OC | 40 | -1%
O=C(NCc1cc2ccccc2[nH]1)C1CCC(=O)N(CC2CCCCC2)C1 (stereo unspecified) | 8 | 15%
Cc1cc(CNC[C@H]2O[C@@H](n3ccc(N)nc3=O)[C@H](O)[C@@H]2O)no1 | 5 | -1%
CC(=O)NC(C)(c1ccccc1)c1nc(-c2cccc3cccnc23)cs1 (stereo unspecified) | 14 | 10%
CC(C)Nc1nc(NCCN2CCCC2)c2sc(-c3ccccc3)cc2n1 | 2 | -22%
CCN(Cc1ccccc1)c1cc2c(c3c1ccn3C)C1CCC2O1 (stereo unspecified) | 54 | -31%
O=C1[C@H]2[C@@H](c3ccc(C(F)(F)F)cc3)N[C@]3(CCCN(CC4CCCCC4)C3=O)[C@H]2C(=O)N1Cc1ccccc1 | u | 7%
Cc1ccsc1CNC(=O)C1(C)CCCN1CC(C)C (stereo unspecified) | -4 | 15%
COc1cc(-c2cnc3c(NC=O)cc(-c4ccccc4)cn23)cc(OC)c1OC | u | 8%
O[C@@H]1CN(Cc2cccs2)[C@@H](c2ccc(Cl)cc2)C[C@H]1n1cc(C2CC2)nn1 | 22 | -2%

Reprinted at random: two compounds from above
SMILES | HCMV antiviral | AMA1 RON2 block
Cc1cc(CNC[C@H]2O[C@@H](n3ccc(N)nc3=O)[C@H](O)[C@@H]2O)no1 | 5 | -1%
O[C@@H]1CN(Cc2cccs2)[C@@H](c2ccc(Cl)cc2)C[C@H]1n1cc(C2CC2)nn1 | 22 | -2%

(continued)
SMILES | HCMV antiviral | AMA1 RON2 block
COc1cc(C=C2C(=O)C=CC2=O)ccc1O | -88* | u
COc1ccc(C(c2nnnn2C(C)(C)C)N2CCN(C/C=C/c3ccccc3)CC2)cc1 (stereo unspecified) | 0 | 1%
COC(=O)C1=CN(c2ccc(OC)cc2OC)C(N)=C(C#N)C1c1cccc([N+](=O)[O-])c1 (stereo unspecified) | -22 | 1%
Nc1ccn([C@@H]2O[C@H](CNCc3cccc(OC4CCCC4)c3)[C@@H](O)[C@H]2O)c(=O)n1 | 2 | -4%
Cc1cccc(C(=O)N2CCC(C)(C(=O)NS(=O)(=O)C3CC3)C2)c1C (stereo unspecified) | -17 | -4%
COc1ccc(C2=Nc3ccccc3N(C(=O)c3ccc(C)cc3)C2C(=O)Nc2c(C)cccc2C)cc1 (stereo unspecified) | -22 | -7%
O=C(Nc1ccccc1[N+](=O)[O-])OCC=Cc1ccccc1 | u | u
COc1ccc(C(=O)COC(=O)c2cc(=O)c3ccccc3o2)c(OC)c1 | 11 | 9%
O=C(C[C@H]1C[C@@H]2c3cc(NC(=O)c4cccnc4)ccc3O[C@@H]2[C@H](CO)O1)NCc1ccncc1 | 15 | 10%
COc1ccc(Nc2nc3cc(-c4ccccc4C)sc3c(=O)n2C)cc1OC | 62 | -15%
COc1cccc(C(O)c2ncc(-c3cccc(C(F)(F)F)c3)[nH]2)c1 (stereo unspecified) | -27 | -3%
O=C(Nc1ccc(F)cc1)C(c1ccccc1OC(F)(F)F)N1CCN(c2cccc(C(F)(F)F)n2)CC1 (stereo unspecified) | 7 | 1%
COc1ccc([C@H]2C[C@H](O)[C@@H](n3cc(-c4ccc(F)cc4)nn3)CN2C(=O)c2cccs2)cc1 | -23 | -9%
COc1ccc(CCNC(=O)CNC(=O)N2CC(=O)Nc3ccccc32)cc1OC | 2 | -4%
Cc1cc(C)c(Cn2c(=O)[nH][nH]c2=O)cc1Cn1c(=O)[nH][nH]c1=O | -23 | 1%
CC(=O)N1CCCC(C)(C(=O)Nc2cccc(OC(C)C)c2)C1 (stereo unspecified) | -30 | -1%
COc1ccc(C2CC=C(C(C)=O)CN2S(=O)(=O)c2ccccc2)cc1 (stereo unspecified) | -5 | 2%
COC(=O)C1=CN(c2ccc(C(C)(C)C)cc2)C(N)=C(C#N)C1c1ccc(OC)cc1 (stereo unspecified) | -77* | 6%
CCCNC(=O)C1(C)CCCN(C(=O)c2c(C)noc2C)C1 (stereo unspecified) | -6 | 17%
CC=C1OC(n2cnc3c(N)ncnc32)C(O)C1O (stereo unspecified) | 10 | 7%

6 compounds already listed, arranged by SMILES length, ascending.
SMILES | HCMV antiviral | AMA1 RON2 block
CCN(Cc1ccccc1)c1cc2c(c3c1ccn3C)C1CCC2O1 (stereo unspecified) | 54 | -31%
O=C(NCc1cc2ccccc2[nH]1)C1CCC(=O)N(CC2CCCCC2)C1 (stereo unspecified) | 8 | 15%
CSc1ccccc1C(=O)C1CCCN(C(=O)c2cccc(Cn3cccn3)c2)C1 (stereo unspecified) | -20 | 0%
COc1cc(-c2cnc3c(NC=O)cc(-c4ccccc4)cn23)cc(OC)c1OC | u | 8%
COC(=O)C1=CN(c2ccc(OC)cc2OC)C(N)=C(C#N)C1c1cccc([N+](=O)[O-])c1 (stereo unspecified) | -22 | 1%
C[C@H]1CN([C@@H](C)CO)C(=O)CCCn2nncc2CO[C@H]1CN(C)S(=O)(=O)c1ccc(Oc2ccccc2)cc1 | -14 | -1%

Further compounds follow:
SMILES | HCMV antiviral | AMA1 RON2 block
C[C@@H]1CN([C@@H](C)CO)C(=O)CCCn2nncc2CO[C@H]1CN(C)Cc1ccc(C(F)(F)F)cc1 | 5 | 0%
COc1ccc(-c2ccc(CN3C(C(C)C)C(=O)N(Cc4cn(Cc5ccco5)nn4)CCS3(=O)=O)cc2)cc1 (stereo unspecified) | -10 | 34%[activator]
O=C(Nc1ccc([N+](=O)[O-])cc1)c1cccc([N+](=O)[O-])c1 | 7 | -4%
C[C@H](CO)N1C[C@H](C)[C@@H](CN(C)C(=O)NC2CCCC2)Oc2cc(Br)ccc2S1(=O)=O | 22 | 15%
O=C(NC(c1ccccc1)c1ccc2ccccc2n1)C1CCN(CCOc2ccc(Cl)cc2Cl)CC1 (stereo unspecified) | 6 | -25%
CC(=O)OC[C@@H]1CN(Cc2ccccc2)C[C@H](n2cnc3c(NCc4ccc(F)cc4)ncnc32)O1 | -36 | 0%
CCc1nc2c(OCCn3cccc3)cccn2c1N(C)C(=O)c1ccc(OC)cc1 | -12 | -15%
COc1ccc(-c2cnc3c(c2)C(=O)N([C@H](C)CO)C[C@@H](C)[C@@H](CN(C)C(=O)NC2CCCC2)O3)cc1 | 16 | -4%
CCOc1cc(/C=N/Nc2ccc(S(=O)(=O)Nc3ccccc3C(=O)O)cc2[N+](=O)[O-])cc(Cl)c1O | 81 | u
O=S(=O)(c1cc(Cl)cc(Cl)c1)N1Cc2cc(-c3ccccc3)ccc2-n2nncc2C1 | 8 | -23%
Cc1nc(C(F)(F)F)ccc1C(=O)N1CCC1(C)C(=O)NS(C)(=O)=O (stereo unspecified) | 7 | -4%
COCCCn1cc(CN2CC(N3CCN(CCO)CC3)CS2(=O)=O)nn1 (stereo unspecified) | -6 | 3%
O=C(N/C(=C/c1cccc(Br)c1)C(=O)N1CCOCC1)c1ccco1 | 1 | 4%
COc1cc(/C=C/C(=O)OCC(=O)c2ccc[nH]2)ccc1O | -2 | -10%
OCCN1CCN(c2cnc(-c3ccsc3)cn2)CC1 | 48 | 0%
COc1ccc(N(C)S(=O)(=O)c2cccc(C(=O)OCC(=O)Nc3cc(C)ccc3OC)c2)cc1 | 22 | -5%
Cc1ccnc(Nc2cccnc2)n1 | -5 | 6%
CC1Cc2[nH]c(=S)[nH]c(=O)c2C(C(C)C)O1 (stereo unspecified) | -14 | 86%[activator]
CN(C)S(=O)(=O)n1cc(/C=C(\NC(=O)c2ccccc2F)C(=O)N2CCCCC2)c2ccccc21 | -97* | -5%
CCc1nc2ccc(C(=O)NCc3ccccc3OC)cn2c1N(CC)CCN(C)C | 3 | -2%
CO[C@@H]1CN(C)C(=O)c2cc(NC(=O)Nc3ccc(Cl)cc3)ccc2OC[C@H](C)NC[C@H]1C | -9 | -1%
Nc1nc(N=Nc2ccc(O)cc2)cc(=O)[nH]1 | u | 61%[activator]
Cc1noc(C)c1-c1ccc(C(=O)NCc2cccnc2)c2occc12 | 44 | -5%
CC(=O)NCCNc1nc2cc(-c3cc(F)ccc3C)sc2c(=O)n1C | 17 | 3%
Nc1ncnc2c1ncn2[C@@H]1O[C@H](C(=O)N2CCC[C@@H]2C(=O)OCc2ccccc2)[C@@H](O)[C@H]1O | 2 | 3%
CCOC(=O)C1=CC[C@@H](c2ccccc2)N(S(=O)(=O)c2ccc(C)cc2)[C@H]1c1ccccc1C | u | 2%
CCOC(=O)C1=CCN(S(=O)(=O)c2ccccc2Cl)C1c1ccc(Cl)c(Cl)c1 (stereo unspecified) | -18 | 15%
C[C@@]12C(C[C@H](O)[C@@]34C[C@@H](CCC13)[C@@H](CO)C4=O)[C@](C)(C(=O)O)CC[C@@H]2O (stereo partly specified) | -8 | -5%
S=C(NCCCN1CCOCC1)NN=C1c2ccccc2-c2ccccc21 | 5 | 22%
CC1(Oc2cccc(C#N)c2)CCN(Cc2csc3ccccc23)C1 (stereo unspecified) | -16 | 3%
Cc1cc(Br)cn2c(Cc3ccccc3)c(-c3cccc(Cl)c3)nc12 | 25 | 3%
CC1(C(=O)NCc2ccco2)Cc2c(-c3ccccc3)ccnc2O1 (stereo unspecified) | -35 | -30%
CC(O)(c1ccncc1)c1nc(-c2cccc(C(F)(F)F)c2)cs1 (stereo unspecified) | -69* | 0%
O=C(SCc1c(O)c2ccccc2oc1=O)c1ccccc1 | 18 | -2%
CC12CCC3C(C1)C(C(=O)O2)C(=O)OC3(C)C (stereo unspecified) | -6 | 0%
COc1ccc(NC(=O)c2cc(C3CCCCN3C(=O)C3CC3)on2)c(C)c1 (stereo unspecified) | -38 | 0%
CC(C)(C)S(=O)N1Cc2cc(C(=O)NCc3ccc4c(c3)OCO4)nc(-c3cccc(-c4cc5ccccc5o4)c3)c2[C@@H]1CCO (stereo partly specified) | -4 | -20%
CCOC(=O)CNC(=O)N(C)[C@H]1C[C@H]2c3[nH]c4ccccc4c3CCN2C(=O)[C@H]1[C@H](C)O | 25 | 7%
CCCCN1C(=O)C(CC(=O)NC2CC2)CC(C(=O)N(C(C)C)C(C)C)=C1C (stereo unspecified) | 16 | -7%

An excerpt; rates above refer to the full screens.
